MCF10A rerep: A quantitative high throughput screen for small molecules that induce DNA re-replication in MCF 10a normal breast cells | 350,000 compounds, 2.9% hits | Potency, µM (titrated, usually from 46.1 µM), inactives show top-dose activity, positive = re-replication, actives largely listed as activators | MCF 10A DNA re-replication, Hoechst nuclear intensity, 48 h; note: potency is the fitted concentration of half-maximal effect; % of control where 0% means no effect; nearly all actives have a fitted effect of over 50% in size
HT1080-NT tox: qHTS for induction of synthetic lethality in tumor cells producing 2HG: qHTS for the HT-1080-NT fibrosarcoma cell line; HT-1080-NT fibrosarcoma viability, CellTiter-Glo ATP luminescence, 48 h; Potency, µM (highest dose often 46.1 µM), for inactives: at the highest dose activity, negative = less viability, actives largely listed as cytotoxic; 360,000 compounds, 1.6% hits; AID 686970, 2013;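 note: NT is the 2HG producing partner of a matched IDH1 knockdown line; potency is the fitted concentration of half-maximal effect; 0% = DMSO-treated cells and -100% = media-only wells without cells; nearly all actives have a fitted effect of over 55% in size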
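Toxicity toward the 2HG-producing NT line was scored as %Activity, normalised to DMSO and no-cell wells, from CellTiter-Glo luminescence after 48 hours' treatment.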
SW480 rereplic: A quantitative high throughput screen for small molecules that induce DNA re-replication in SW480 colon adenocarcinoma cells; SW480 DNA re-replication, Hoechst DNA content imaging, 48 h; Potency, µM (series often up to 46.1 µM), for inactives: top-dose re-replication activation, hits mostly activators; 340,000 compounds, 1.8% hits; AID 624297, 2012; note: potency is the fitted concentration of half-maximal effect; % of control where 0% means no effect; nearly all actives have a fitted effect of over 55% in size
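First, 250 cells per well were seeded. Next, compound or vehicle (23 nL) was pinned in, plates sat 48 hr at 37 C. Finally Hoechst was added for 40 min before fluorescence scanning.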
HT1080 IDH1KD tx: qHTS for induction of synthetic lethality in tumor cells producing 2HG: qHTS for the HT-1080-IDH1KD cell line. Potency, µM (doses to about 46.1 µM), without a hit: at the highest dose activity, negative = toxicity, most hits filed as cytotoxic. 360,000 compounds, 2% hits. HT-1080 IDH1 knockdown viability, ATP luminescence, 48 h;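 note: potency is the fitted concentration of half-maximal effect; 0% = DMSO wells and -100% = cell-free medium wells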
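Cytotoxicity counter-line: IDH1KD HT-1080, 48 h, CellTiter-Glo. Curves classed by r2, magnitude and activity.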
WRN helicase inh: qHTS for Inhibitors of WRN Helicase | Bifunctional 3'-5' exonuclease/ATP-dependent helicase WRN (Homo sapiens), Q14191 | WRN helicase unwinding, fluorescent forked duplex, kinetic | Potency, µM (top dose mostly 114 µM), for the others: at the highest dose activity change, negative = inhibition, most hits filed as inhibitors | 360,000 compounds, 0.46% hits; note: potency is the fitted concentration of half-maximal effect; % is set by controls: 0 for no effect and ±100 for the full control effect; nearly all actives have a fitted effect of over 55% in size
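WRN at 20 nM final preincubated with compound 15 min at room temperature; reaction started with 100 nM fluorophore/quencher forked duplex oligonucleotide and 2 mM ATP final. Unwinding followed kinetically by red fluorescence (ex 525, em 598 nm).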
KB-V1 MDR tox: qHTS assay for MDR1-selective chemotherapeutics: Primary screen using the drug-selected MDR subline cells KB-V1 | KB-V1 MDR cells viability, CellTiter-Glo, 72 h | Potency, µM (doses to about 46.1 µM), inactives show top-dose activity change, negative = cytotoxicity, usual class: cytotoxic | 400,000 compounds, 3.4% hits | AID 1347076, 2019; note: potency is the fitted concentration of half-maximal effect; % is set by controls: 0 for no effect and ±100 for the full control effect; nearly all actives have a fitted effect of over 60% in size
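Cytotoxicity via CellTiter-Glo luminescence after 72 h compound exposure at 37 degrees C. Cells: drug-selected KB-V1 line, DMEM phenol-red free plus 10% FBS. Compounds tested at multiple concentrations; normalized data fitted to concentration-effect curves.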
ATXN2 expr inh: Primary qHTS for Inhibitors of ATXN expression. Potency, µM (doses to about 57 µM), for inactives: at the top dose activity change, negative = inhibition, actives largely listed as inhibitors. HEK-293 ATXN2-luciferase reporter, luminescence, 24 h. 360,000 compounds, 0.72% hits; note: potency is the fitted concentration of half-maximal effect; % is set by controls: 0 for no effect and ±100 for the full control effect; nearly all actives have a fitted effect of over 55% in size
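qHTS (up to 57 uM final) was run with 24 h compound exposure of reporter cells at 37 °C. Each well was multiplexed: SteadyGlo luminescence measured ATXN2-luciferase expression after a fluorogenic Gly-Phe-AFC viability readout (25 uM final).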
KB-3-1 cytotox: qHTS assay for MDR1-selective chemotherapeutics: Primary screen using the parental adenocarcinoma cell KB-3-1; 400,000 compounds, 1.4% hits; Potency, µM (titrated, usually from 46.1 µM), for the others: at the top dose activity change, negative = cytotoxic, actives largely listed as cytotoxic; AID 1347075, 2019; KB-3-1 viability, CellTiter-Glo ATP luminescence, 72 h; note: potency is the fitted concentration of half-maximal effect; % is set by controls: 0 for no effect and ±100 for the full control effect; nearly all actives have a fitted effect of over 60% in size
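Parental KB-3-1 adenocarcinoma cells in phenol-red-free DMEM with 10% FBS were pin-treated with compounds at several concentrations, incubated 72 h at 37 °C, and viability read by CellTiter-Glo luminescence; concentration-effect curves were fitted after normalization.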
IL-1B inflam inh: qHTS for Inhibitors of Inflammasome Signaling: IL-1-beta AlphaLISA Primary Screen. THP-1 LPS/ATP IL-1B secretion, AlphaLISA, 16 h; hits give low values. activity change, % at 57.5 µM. AID 743279, 2014. 360,000 compounds, 4.7% hits; in the data active = activity change below about -50%; inconclusive = mostly about -30% to -49%; note: % is set by controls: 0 for no effect and ±100 for the full control effect
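Secreted IL-1B measured by AlphaLISA bead assay after 16 h compound exposure of THP-1 cells; compounds (final up to 57.5 uM) added 1 h before LPS (250 ng/mL) and ATP (1.25 mM) stimulation; lower signal means less secretion.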
* = called active by the depositor; ? = inconclusive; . = no result given; & = joins results of further samples; [ ] = remark or other dose. Unless noted, calls come from the whole dose curve; as a rule, active = well fitted curve in the direction sought with a large enough effect; inconclusive = small, poorly fitted or top-dose-only effect, or another doubt; inactive = no such curve, though single readings can be large; an effect the other way counts as inactive or inconclusive. These rows are one share of the data. The share of hits here may be higher or lower than overall.

SMILES	MCF10A rerep	HT1080-NT tox	SW480 rereplic	HT1080 IDH1KD tx	WRN helicase inh	KB-V1 MDR tox	ATXN2 expr inh	KB-3-1 cytotox	IL-1B inflam inh
CCSc1nnc([C@@H](N)Cc2ccccc2)o1	-2%	4%[9.24 µM]	2%	-5%	1%	21%	13%	0%	0
CC1CCCN(C(=O)CCl)C1 (stereo unspecified)	2%	?	-6%	1%	-14%[57.1 µM]	5%	2%[11.3 µM]	-1%	-12
C[C@]1(O)CC[C@H]2[C@@H]3CCC4=CC(=O)CC[C@]4(C)[C@@]3(F)[C@@H](O)C[C@@]21C	-2%	12%	-5%	-7%	4%	-13%	5%	0%	17
CCOC(=O)/C(CCCN(CC)CC)=N\O	-3%	8%	-2%	9%	0%	10%	-4%	9%	22
N#Cc1ccc(NC(=O)CN2C(=O)NC3(CCCC3)C2=O)cc1Cl	0%	2%	-14%	2%	-6%	16%	-2%	20%	-2
O=C(NC1CN2CCC1CC2)c1ccc(-c2ccc([N+](=O)[O-])cc2)o1 (stereo unspecified)	-6%	-3%	0%	2%	-18%	-11%	7%	28%	-15
Cn1c(O)c(/C=C2\C=Nc3ccc(Br)cc32)c(=O)n(C)c1=O	0%	-14%	-2%	-14%	1%	-2%	0%	5%	20
COC[C@]12CN(C)C3C4[C@H](OC)[C@H]1C3([C@@H](OC)C[C@H]2O)[C@@H]1C[C@@]2(O)[C@H](OC(=O)c3ccccc3)[C@@H]1[C@]4(OC(C)=O)[C@@H](O)[C@@H]2OC	9%	10%	-14%	-2%	-5%	7%	7%	3%	-14
CC1CN(C)C(C)(C)CC1(O)c1ccccc1 (stereo unspecified)	16µM*	3%	?	16%	-3%	-5%	4%	-1%	1
C/C(=N\NC(N)=S)C12CC3CC(CC(C3)C1)C2	7.3µM*	5µM*	26µM*	6.3µM*	-5%	-13%	?	-7%	?
COC(=O)C1=C(c2ccc(F)cc2F)C[C@@H]2CC[C@H]1N2C(=O)N1CCCC1	16%	13%	-4%	2%	-3%	1%	6%	-4%	21
Cc1cc(C(=O)OCC(=O)Nc2ccccc2F)c(C)n1C1CC1	9%	-3%	1%	9%	-18%	-4%	49%[activator]	15%	12
COC(=O)[C@@]1(C)[C@H]2C(=O)N(Cc3ccccc3)C(=O)[C@H]2[C@H]2CN=C(SCc3ccc(Cl)cc3)N21	26%	4%	?	-4%	-13%	6%	-4%	6%	0
O=c1[nH]c(=S)n(-c2ccc(Br)cc2)c(O)c1C=Nc1ccc(N2CCOCC2)cc1	-2%	2%	3%	6%	164%[activator]	13%	-31%	0%	9
FC(F)(F)c1cccc(NC2=NCCS2)c1	.	1%	.	-9%	-4%	-23%	.	0%	18
COC(=O)C12CCc3cc(OC)ccc3C1=CC(=O)C2 (stereo unspecified)	.	-3%	.	0%	-1%	-2%	.	-2%	-1
C[N+](C)(C)Cc1ccccc1	0%	-1%	-18%	11%	-5%	0%	-5%	0%	-21
Cc1ccc(/C=C2\C(=O)NC(=S)N(c3ccc(F)cc3)C2=O)s1	?	?	10%	?	50µM*	?	?	-18%	-108*
Nc1c(N2CCCC2)cc(Cl)c2nonc12	-2%	-2%	?	?	-27%	12%	-20%	2%	11
COC(=O)C1=C(c2ccc(OC(F)(F)F)cc2)C[C@@H]2CC[C@H]1N2C(=O)NCCc1ccccc1	-5%	-2%	?	-4%	-15%	-18%	0%	0%	0
COc1ccc2c(CN3CC=C(c4ccccc4)CC3)cc(=O)oc2c1	-38%[inhibitor]	1%	-26%	7%	-8%	-7%	-7%	-3%	-2
O=C1C2CCN(CC2)[C@@H]1Cc1ccc2ccccc2c1O	?	1%	1%	-2%	-8%	-3%	11%	2%	-13
COc1cc(C2Nc3ccc4ncccc4c3C3=C2C(=O)CC(C)(C)C3)cc(OC)c1O (stereo unspecified)	9%	-8%	?	?	8%	-20%	58%[activator]	-3%	17
CC1SC2(CN3CCC2CC3)NC1=O (stereo unspecified)	0%	16%	4%	8%	2%	?	-5%	6%	12
c1ccc2c3c([nH]c2c1)CNCC3	5%&8%	?	-1%&-37%	-4%	-2%	10%	6%	0%	-1
SMILES	MCF10A rerep	HT1080-NT tox	SW480 rereplic	HT1080 IDH1KD tx	WRN helicase inh	KB-V1 MDR tox	ATXN2 expr inh	KB-3-1 cytotox	IL-1B inflam inh
COC(=O)C1=C(c2cccc(OC)c2OC)C[C@@H]2CC[C@H]1N2C(=O)NCCCOC(C)C	1%	14%	1%	16%	-8%	?	15%	6%	21
CC[C@H]1C2C[C@H]3[C@@H]4N(C)c5ccccc5C45C[C@H](C2[C@H]5O)N3[C@@H]1O (stereo partly specified)	0%	3%	12%	-3%	5%	-10%	4%	0%	8
CC1CN(O)C2CCc3c(no[n+]3[O-])C12O (stereo unspecified)	1%	5%	-2%	7%	15%	?	0%	-6%	-5
O=S(=O)(CCN1CCN(c2ccccn2)CC1)c1ccc(Cl)cc1Cl	?	1%	3%	5%	-29%	-15%	3%	-4%	-22
CS(=O)(=O)c1ccc(C2=C(CNC(=O)c3ccc([N+](=O)[O-])cc3)[C@H]3CC[C@@H](C2)N3CCOc2ccccc2)cc1	.	-10%	.	-20%	-3%	-1%	-11%	-8%	-20
COC(=O)C(O)(c1ccc(NC(=S)NC(=O)c2ccc(Cl)cc2Cl)cc1)C(F)(F)F (stereo unspecified)	?	-19%	40%	-9%	-9%	18µM*	-6%	?	-1
O=C1CCN(C(=O)CCCn2c(=O)oc3ccccc32)CC1	0%	3%	-12%	6%	-2%	17%	10%	7%	17
COc1ccc(-c2nn(CCC#N)cc2C(=O)Nc2ccccc2)cc1OC	-2%	13%	-6%	8%	0%	-5%	.	1%	-5
Cc1cc(N(CCCl)CCCl)ccc1C=NNC(=O)Cc1cc(=O)oc2cc(O)ccc12	8%	-17%	?	-22%	-14%	3%	-36%	0%	-59*
CN(C)C1(CNC(=O)Cc2ccccc2F)CCCCC1	3%	-1%	-2%	-10%	-5%	7%	-9%	0%	-6
O=C(N/N=C/c1ccc(C(F)(F)F)cc1)c1ccncc1	?	7%	-2%	19%	-22%	0%	1%	17%	4
Cc1nnc2ccc(-c3cccc(C(F)(F)F)c3)nn12	4%	-3%	-97%[inhibitor]	0%	-2%	12µM*	-8%	-6%	0
CCOc1ccc(-c2cc(C)[n+](CCO)c(-c3ccc(OCC)cc3)c2)cc1	10%	?	?	?	0%	0%	21%[11.3 µM]	0%	-75*
CCCCCCNC(=O)N[C@@H](Cc1ccc(O)cc1)C(=O)NCCC[C@H]1CN2C(=NC[C@H]2C)N1CC1CCC1	9%	19%	-20%[9.22 µM]	11%	0%	15%	45%[activator]	2%	-16
C[C@]12CCC3C(CC[C@H]4C[C@@H](O)CC[C@]34C)C1C[C@@H](O)C2=O (stereo partly specified)	8%	-5%	-8%	0%	-6%	?	-2%	1%	20
COCOC1CCC2C3CCC4=CC(=O)CCC4=C3C=CC12C (stereo unspecified)	-1%	11%	0%	22%	-6%[11.6 µM]	?	6%	-8%	9
CCC1(C(=O)c2ccccc2)C2c3ccccc3OC(=O)C21C(C)=O (stereo unspecified)	0%	?	-12%	12%	-8%	8%	0%	2%	25
COC(=O)c1cn(S(=O)(=O)c2ccccc2)c2ccccc12	26µM*	-7%	?	-5%	-15%	-19%	-96%	-7%	-2
Cc1cc(C)cc(NC2=NCCCS2)c1	1%	-18%	-19%	-3%	-2%	11%	-39%	0%	-5
CCC(CC)COC(=O)C(C#N)c1nc2ccccc2nc1N1CCN(CC)CC1 (stereo unspecified)	?	?	?	?	-20%	?	?	?	-60*
CCCN1CCC2(CC1)NC(CO)(CO)CO2	-7%	19%	-3%	11%	1%	0%	9%	14%	6
Cc1ccc(N2C(=O)NC(=O)/C(=C\C=C\c3ccco3)C2=O)cc1C	5.8µM*	-16%	?	-22%	16µM*	?	7.9µM*	?	-105*
Cc1ccsc1C(=O)C1CCCN(Cc2cnc(N)nc2)C1 (stereo unspecified)	5%	4%	-7%	0%	2%	-21%	4%	-2%	-4
CCC1CCCCN1CCCNS(=O)(=O)c1ccc2c(c1)oc(=O)n2C (stereo unspecified)	?	2%	9%	9%	-12%	11%	2%	12%	28
CCc1ccc(-c2cc(C(F)(F)F)n3nc(C(=O)Nc4c(C)nn(Cc5ccc(F)cc5)c4C)cc3n2)s1	?	6%	8.2µM*	?	-5%	?	-11%	?	?
O=C(c1cc(F)ccc1F)C1CCCN(CCCc2ccccc2)C1 (stereo unspecified)	0%	-16%	12%	-15%	0%	-27%	.	-7%	-3
Cc1nn(Cc2ccccc2Cl)c(Cl)c1C(=O)O	-4%	0%	3%	-3%	4%	-3%	4%	-12%	18

Pulled one by one from above (3):
SMILES	MCF10A rerep	HT1080-NT tox	SW480 rereplic	HT1080 IDH1KD tx	WRN helicase inh	KB-V1 MDR tox	ATXN2 expr inh	KB-3-1 cytotox	IL-1B inflam inh
CCC(CC)COC(=O)C(C#N)c1nc2ccccc2nc1N1CCN(CC)CC1 (stereo unspecified)	?	?	?	?	-20%	?	?	?	-60*
COC(=O)C(O)(c1ccc(NC(=S)NC(=O)c2ccc(Cl)cc2Cl)cc1)C(F)(F)F (stereo unspecified)	?	-19%	40%	-9%	-9%	18µM*	-6%	?	-1
Cc1cc(N(CCCl)CCCl)ccc1C=NNC(=O)Cc1cc(=O)oc2cc(O)ccc12	8%	-17%	?	-22%	-14%	3%	-36%	0%	-59*
